TDP-43 yeast inh – qHTS of TDP-43 Inhibitors; hit rate 1.8% among 410,000; Potency, µM (top dose mostly 46.1 µM), inactives show top-dose growth rescue (activation), most hits filed as activators; TDP-43 expressing yeast growth rescue, BacTiter-Glo, 24 h; further: % of control where 0% means no effect; nearly all actives have a fitted effect of over 50% in size
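Yeast expressing TDP-43 (pregrown in raffinose, seeded at OD600=0.02 in galactose medium) exposed to compounds 24 hr at 30 deg C. Growth read by BacTiter-Glo luminescence; rescue of toxicity appears as increased signal.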
FUS yeast rescue – qHTS for Suppressors of FUS Proteinopathy: Primary screen using FUS-linked yeast assay | S. cerevisiae FUS-expressing, growth rescue, OD600, 24 h | Potency, µM (top dose mostly 76.6 µM), inactives show at the top dose growth rescue (activation), actives largely listed as activators | hit rate 0.24% among 390,000;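 further: plate controls were DMSO vehicle for no effect and reference control for full effect; nearly all actives have a fitted effect of over 55% in size; some results filed as inactive show a strong effect at the top dose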
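Compound concentration series was pinned onto galactose-induced FUS-expressing yeast seeded at OD 0.005. Plates sat 24hr at 30C; absorbance at 600 nm gave growth. DMSO served as background control.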
PTHR1 ag – qHTS for PTHR1 Agonists: Primary Screen; HEK293 GP2 PTHR1 cells, GloSensor cAMP luminescence, 1 h; hit rate 0.075% among 410,000; Potency, µM (titrated, usually from 115 µM), for inactives: at the highest dose activation, usual class: activators; AID 743266, 2014; Parathyroid hormone/parathyroid hormone-related peptide receptor (Homo sapiens), Q03431; further: nearly all actives have a fitted effect of over 55% in size; some results filed as inactive show a strong effect at the top dose; inactives centre near -15; many of its hits are not listed in these tables
Target sequence (Q03431 whole entry, looked up): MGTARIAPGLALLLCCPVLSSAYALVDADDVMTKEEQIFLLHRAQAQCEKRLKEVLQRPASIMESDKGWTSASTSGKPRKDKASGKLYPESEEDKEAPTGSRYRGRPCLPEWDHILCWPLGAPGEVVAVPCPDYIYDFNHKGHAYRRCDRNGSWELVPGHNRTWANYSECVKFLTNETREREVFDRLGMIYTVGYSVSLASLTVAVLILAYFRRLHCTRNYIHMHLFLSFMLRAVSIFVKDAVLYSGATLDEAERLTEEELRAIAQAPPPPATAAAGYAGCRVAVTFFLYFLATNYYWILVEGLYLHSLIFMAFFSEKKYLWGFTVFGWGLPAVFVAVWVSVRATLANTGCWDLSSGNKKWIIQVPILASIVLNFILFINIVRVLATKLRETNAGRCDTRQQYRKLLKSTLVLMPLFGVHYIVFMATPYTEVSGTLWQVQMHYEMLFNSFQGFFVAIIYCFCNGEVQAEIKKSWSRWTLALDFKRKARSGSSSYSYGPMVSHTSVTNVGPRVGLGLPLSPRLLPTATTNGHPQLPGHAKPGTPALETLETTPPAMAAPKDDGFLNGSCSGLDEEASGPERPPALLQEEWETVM
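HEK-293-derived GP2 cells expressing PTHR1 and a GloSensor cAMP reporter, 3,000/well, plated overnight, given luciferin plus IBMX (each 0.5 mM as added) for 1 h at 37 °C, then compound for 1 h at 37 °C. Luminescence was read after 15 min at room temperature.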
The depositor's hits bear a star; i = inactive; ? = inconclusive; nt = no result given; [ ] = dose if it differs, or a comment. The call rests on the fitted dose curve; in most records, active means well fitted curve in the direction sought with a large enough effect; inconclusive means small, poorly fitted or top-dose-only effect, or another doubt; inactive means no such curve, though single readings can be large; an effect the other way counts as inactive or inconclusive. Potency means the concentration at half of the fitted maximal effect. The list is partial. The share of hits here may be higher or lower than overall.

1: CCc1ccc(CNCC(=O)N2CCC3(CC2)OCCO3)s1
2: N#Cc1cccc(Cn2ccc3ccc(-c4ccc5ccn(Cc6cccc(C#N)c6)c5c4)cc32)c1
3: CCCCN1C(=O)N2Cc3cc(OC)ccc3C2CS1(=O)=O (stereo not drawn)
4: CC(C)CN1C(=O)[C@@]2(CC(=O)N(C)C2c2ccccc2)c2cc(-n3cc(-c4ccccc4)nn3)ccc21 (stereo partly drawn)
5: CC[C@H]1/C(=C/c2ccccc2)N2C(=O)C[C@H](c3ccccc3)N=C2N1C
6: O=C(c1cc(F)ccc1F)N(Cc1ccccn1)CC1CCCO1 (stereo not drawn)
7: COC(=O)[C@]12C[C@H](CC(=O)NCC34CC5CC(CC(C5)C3)C4)C(=O)N(Cc3ccc(Cl)cc3Cl)C1=C[C@H](C(C)C)O[C@@H]2C1CC1
8: O=C(Nc1sc2c(c1-c1nc3ccccc3s1)CCNC2)C(F)(F)F
9: O=C(CSc1nnc(-c2cnccn2)n1-c1ccccc1)Nc1ccc2cn[nH]c2c1
10: COC(=O)C[C@@H]1CC[C@H]2[C@@H](COc3ccc(NC(=O)c4ccc(C(F)(F)F)cc4)cc3C(=O)N2C)O1

Assay by compound | 1 | 2 | 3 | 4 | 5 | 6 | 7 | 8 | 9 | 10
PTHR1 ag | nt | nt | nt | nt | nt | nt | nt | nt | nt | nt
TDP-43 yeast inh | nt | nt | nt | nt | nt | nt | nt | nt | nt | nt
FUS yeast rescue | -4% | 32% | -16% | -12% | -1% | -7% | 9% | 10% | 4% | 11%

11: CN(C)c1ccc(C(=O)NC2CCCCN(Cc3ccc(Cl)cc3)C2=O)cc1 (stereo not drawn)
12: O=C(NCc1ccccc1Cl)c1ccc2c(c1)ncn2-c1cccc(F)c1
13: Cc1ccc(-n2cnc3cc(C(=O)NCc4ccc(F)cc4)ccc32)c(C)c1
14: CCc1ccc(-n2cnc3cc(C(=O)NCc4ccc(C)cc4)ccc32)cc1
15: COc1ccc(CC(=O)N2CCc3cc(OC)c(OC)cc3C2COc2ccc(F)cc2)cc1OC (stereo not drawn)
16: Cc1cc(C)cc(-n2cnc3cc(C(=O)NC4CCCCCC4)ccc32)c1
17: Cc1oc(-c2ccccc2Cl)nc1CS(=O)(=O)CC(=O)NCc1ccc(F)cc1
18: COc1ccc(-c2noc(N3CCC(C(=O)Nc4cccc(C)c4C)CC3)n2)cc1
19: Cc1ccc(NS(=O)(=O)c2ccc3c(c2)CCCN3C(=O)C2CCC2)cc1Cl
20: Cc1ccc(-c2nnc(Nc3ccc(F)cc3)c3ccccc23)cc1S(=O)(=O)N1CCN(C)CC1

Assay by compound | 11 | 12 | 13 | 14 | 15 | 16 | 17 | 18 | 19 | 20
PTHR1 ag | nt | -8% | -32%[inhibitor] | -38%[inhibitor] | i | -19% | -22% | -39%[inhibitor] | -10% | -9%
TDP-43 yeast inh | nt | nt | nt | nt | nt | nt | -2% | ? | 14% | 0%
FUS yeast rescue | ? | ? | ? | 16% | 41% | ? | -31% | -8% | ? | 5%

No new results follow: entries from further up.
17: Cc1oc(-c2ccccc2Cl)nc1CS(=O)(=O)CC(=O)NCc1ccc(F)cc1
18: COc1ccc(-c2noc(N3CCC(C(=O)Nc4cccc(C)c4C)CC3)n2)cc1

Assay by compound | 17 | 18
PTHR1 ag | -22% | -39%[inhibitor]
TDP-43 yeast inh | -2% | ?
FUS yeast rescue | -31% | -8%

The listing continues.
21: COc1ccc(NC(=O)C2CCCN(c3ncnc4onc(C)c34)C2)cc1OC (stereo not drawn)
22: CCOc1cc2[nH]c(=O)n(CCC(=O)N3CCN(c4ccccc4)CC3)c(=O)c2cc1OCC
23: Cn1nccc1C(=O)NCc1ccc2c(c1)CCN2C(=O)c1ccccc1
24: Cc1ccc(OC(=O)CSc2nnc(-c3ccc4c(c3)OCO4)o2)cc1
25: COc1ccc(OCCn2nnc3sc4c(c3c2=O)CCC(C(C)(C)C)C4)cc1 (stereo not drawn)
26: CCc1cccc(NS(=O)(=O)c2ccc3c(c2)CC(C)N3C(=O)C2CC2)c1 (stereo not drawn)
27: CCC(C)NC(=O)c1ccccc1NC(=O)CN1C(=O)c2cccc3cccc1c23 (stereo not drawn)
28: CCOc1ccccc1CNS(=O)(=O)c1cnc(N)nc1
29: CC1=C(C(=O)Nc2ccccc2)C(c2cccnc2)n2nc(SCc3ccccc3F)nc2N1 (stereo not drawn)
30: COc1ccc(C(=O)N2CCC(c3nc4ccccc4o3)CC2)cc1

Assay by compound | 21 | 22 | 23 | 24 | 25 | 26 | 27 | 28 | 29 | 30
PTHR1 ag | i | i | 16% | 6% | -56%[inhibitor] | -29% | -21% | i | i | -10%
TDP-43 yeast inh | -15% | 0%[9.22 µM] | 30% | 7% | -8% | ? | 3% | 11% | -4% | -9%
FUS yeast rescue | 24% | -7% | -10% | -21% | -16% | 39% | 15% | -5% | -4% | 7%

Record cards (already shown).
Record of CCC(C)NC(=O)c1ccccc1NC(=O)CN1C(=O)c2cccc3cccc1c23 (stereo not drawn) = PTHR1 ag = -21%; TDP-43 yeast inh = 3%; FUS yeast rescue = 15%
Record of CC(C)CN1C(=O)[C@@]2(CC(=O)N(C)C2c2ccccc2)c2cc(-n3cc(-c4ccccc4)nn3)ccc21 (stereo partly drawn) = PTHR1 ag = nt; TDP-43 yeast inh = nt; FUS yeast rescue = -12%
Record of Cc1ccc(NS(=O)(=O)c2ccc3c(c2)CCCN3C(=O)C2CCC2)cc1Cl = PTHR1 ag = -10%; TDP-43 yeast inh = 14%; FUS yeast rescue = ?

(continued)
31: COc1cc(CN(CC2CCCO2)C(=O)c2ccc(F)cc2)cc(OC)c1OC (stereo not drawn)
32: COc1ccc(N2CCN(C(=O)c3cc(S(=O)(=O)N4CCC(C)CC4)cn3C)CC2)cc1
33: CSc1ncc(C(=O)NCc2cccc(F)c2)c(-c2ccccc2)n1
34: Cc1ccc(-c2noc(-c3cccnc3N(C)Cc3ccc(Cl)cc3)n2)cc1
35: O=C(Nc1ccc(-c2cn3cccnc3n2)cc1)c1ccccc1F
36: Cn1c(=O)oc2cc(S(=O)(=O)NCCC(=O)Nc3ccc(F)c(Cl)c3)ccc21
37: CN(C)CCNC(=O)C(=O)NCC(c1cccnc1)N1CCN(c2ccc(F)cc2)CC1 (stereo not drawn)
38: CN(Cc1ccccc1)C(=O)C1CCN(S(=O)(=O)c2ccc3c(c2)oc(=O)n3C)CC1
39: O=C(NCc1cccs1)c1ccc(CSc2nc3ccncc3n2Cc2ccccc2F)cc1
40: O=C(c1ccc2c(c1)N(Cc1ccccc1)C(=O)c1ccccc1S2(=O)=O)N1CCN(c2ccccn2)CC1

Assay by compound | 31 | 32 | 33 | 34 | 35 | 36 | 37 | 38 | 39 | 40
PTHR1 ag | -20% | -13% | i | i | i | i | -16% | -11% | -21% | -1%
TDP-43 yeast inh | 8% | 25% | 9% | 12% | -5% | 3% | 23% | -9% | -10% | 28%
FUS yeast rescue | -14% | ? | -18% | 15% | 11% | 24% | -13% | 19% | 26% | 9%

41: COc1cccc2cc(-c3nnc(-c4ccc(Cl)cc4)o3)c(=O)oc12
42: Cc1ccccc1-c1nc(CN2CCC(C(=O)NCc3ccccc3Cl)CC2)c(C)o1
43: Cc1cccc(N2CCN(C(=O)C3CCN(C(=O)c4cc5sccc5n4C)CC3)CC2)c1C
44: CC(C)c1ccc(OCC(O)CN2CCN(c3ccc(F)cc3)CC2)cc1 (stereo not drawn)
45: CCOc1ccccc1NC(=O)CN(C)S(=O)(=O)c1ccc(C(=O)N2CCOCC2)s1
46: Cc1ccc(Cl)cc1NC(=O)CC1Sc2ccccc2NC1=O (stereo not drawn)
47: Cn1cc(-c2cc3n(n2)CCC(=O)N3CCCC(=O)Nc2ccccc2Cl)c2ccccc21
48: COc1cccc(-c2nc3c(c(SCC(=O)Nc4cc(C)ccc4C)n2)Cc2c(CO)cnc(C)c2O3)c1
49: CCc1ccc(CNC(=O)C2COc3ccc(OC)cc3C2)cc1 (stereo not drawn)
50: CCOC(=O)c1cccc(NC(=O)c2cc(S(=O)(=O)N3CCCC(C)C3)cn2C)c1 (stereo not drawn)

Assay by compound | 41 | 42 | 43 | 44 | 45 | 46 | 47 | 48 | 49 | 50
PTHR1 ag | i | i | -94%[inhibitor] | -16% | -1% | -5% | -95%[inhibitor] | -10% | -23% | -11%
TDP-43 yeast inh | 0% | 7% | 35µM* | 9% | 8% | -1% | 12% | 7% | 5%[9.22 µM] | 25%
FUS yeast rescue | 9% | -2% | ? | -10% | 17% | -12% | ? | -21% | -16% | ?

51: COc1ccc(OC)c(CNc2ncnc3c2nc2n3CCCC2)c1
52: COCCN(Cc1ccco1)C(=O)c1cc2c(Cl)nc3ccc(C)cc3c2s1
53: Cc1ccc(-n2ncc3c(NC(C)c4ccccc4)ncnc32)cc1 (stereo not drawn)
54: CN(c1ccccc1C(=O)O)S(=O)(=O)c1ccc2[nH]c(=O)oc2c1
55: Cc1cc(C)cc(NC(=O)Cn2c(=O)c3ccccc3n3nncc23)c1
56: CCCCOc1ccc(OC(=O)c2sc3ncn(Cc4cccc(F)c4)c(=O)c3c2C)cc1
57: COc1cccc(NC(=O)c2ccc(-c3nc(COc4ccccc4)c(C)o3)cc2)c1
58: COc1cc(OC)cc(-n2c(=O)c3ccccc3n(CC(=O)NCCc3ccc(OC)c(OC)c3)c2=O)c1
59: CCOc1cccc(NC(=O)CSc2ncc(-c3ccc(Cl)cc3)[nH]2)c1
60: Cc1c(CNC2CCCCC2)c(C(=O)O)c(C)n1Cc1c(F)cccc1Cl

Assay by compound | 51 | 52 | 53 | 54 | 55 | 56 | 57 | 58 | 59 | 60
PTHR1 ag | -2% | -9% | -49%[inhibitor] | -25% | -1% | 21% | -93%[inhibitor] | i | i | i
TDP-43 yeast inh | 0% | 0% | ? | 31% | 12% | 20% | -11% | 3% | ? | -1%
FUS yeast rescue | 3% | -22% | -10% | -17% | -13% | -25% | -4% | -18% | 17% | -2%

61: CCn1cc(C(=O)NCc2ccc(F)cc2)c(=O)c2cc(S(=O)(=O)N(C)C)ccc21
62: Cc1ccc(NC(=O)Nc2nnc(N3CCCC3)s2)c(C)c1
63: Cc1cccc(N(C)S(=O)(=O)c2nnc(NC(=O)c3cccs3)s2)c1
64: Cc1cccc(NC(=O)C(=O)NCC(c2cccnc2)N2CCc3ccccc32)c1C (stereo not drawn)
65: CC(C)c1ccc(NC(=O)c2ccc(F)c(S(=O)(=O)N3CCCCCC3)c2)cc1
66: O=C(O)c1cc(-c2ccccc2)nn1Cc1ccccc1
67: CSc1nc(-c2ccc(F)cc2)nc2c1Cc1c(CO)cnc(C)c1O2
68: O=C(NCc1ccccc1Cl)c1cc2c(s1)-c1ccc(Cl)cc1SC2
69: CCOC(=O)c1sc(NC(=O)/C=C/c2ccc(OCC)cc2)c(C(=O)OCC)c1C
70: CCCCn1cnc2cc(NCc3ccc(OCC)cc3)ccc21

Assay by compound | 61 | 62 | 63 | 64 | 65 | 66 | 67 | 68 | 69 | 70
PTHR1 ag | -5% | i | -22% | -30% | -25% | i | -4% | -20% | i | -50%
TDP-43 yeast inh | 5% | 22%[9.22 µM] | 6% | 10% | 13% | 0% | 22% | ? | 20%[9.22 µM] | -1%
FUS yeast rescue | 13% | -22% | -1% | 32% | 1% | -30% | -1% | -1% | -21% | -2%

71: O=C(CSc1nc(-c2ccco2)nc2cc(=O)[nH]n12)Nc1ccccc1F
72: CCOC(=O)N1CCc2c(sc3c2c(=O)n(-c2ccc(CC)cc2)c(=O)n3Cc2cccc(OC)c2)C1
73: Cc1cc(Nc2ccc(F)cc2)nc(-n2nc(C)cc2C)n1
74: Cc1ccc(Nc2c(-c3ccncc3)nc3ccc(C)cn23)cc1
75: Cc1cn2c(=O)cc(COc3cccc(NC(=O)c4ccccc4C)c3)nc2s1
76: CC1CCc2nn(CC(=O)Nc3cccc(C(F)(F)F)c3)c(=O)cc2C1 (stereo not drawn)

Assay by compound | 71 | 72 | 73 | 74 | 75 | 76
PTHR1 ag | i | i | -6% | -16% | -2% | i
TDP-43 yeast inh | 20% | 4% | ? | 3% | 4% | 11%
FUS yeast rescue | 6% | 2% | 16% | -15% | -12% | -11%

Screening results as filed in PubChem.
